Growth percent in the NCI-60 one-dose screen (48 h, 10 µM unless noted): 100 = growth as untreated, 0 = no growth, -100 = all killed.
NCI-H460 – NCI-H460 lung cancer | actives 6.8% (n = 82,000) | AID 1794736
OVCAR-4 – OVCAR-4 ovarian cancer cells. actives 3.7% (n = 80,000)
NCI-H322M – NCI-H322M lung cancer; actives 2.7% (n = 80,000)
NCI-H23 – NCI-H23 lung cancer; actives 4% (n = 80,000); AID 1794731
IGROV1 – IGROV1 ovarian cancer; actives 4.7% (n = 79,000)
NCI-H226 – NCI-H226 lung cancer; actives 3.5% (n = 79,000); AID 1794732
NCI/ADR-RES – NCI/ADR-RES ovarian cells; actives 4.4% (n = 81,000)
SK-OV-3 – SK-OV-3 ovarian cancer cells. actives 3.2% (n = 80,000). AID 1794785
NCI-H522 – NCI-H522 lung cancer; actives 8% (n = 78,000); AID 1794739
Numbers without * were called inactive; nt = not tested or not shown; & = joins results of further samples; [ ] = another dose, or the depositor's remark. The calls were made as follows: active = growth percent below 10; inactive = the rest.

A first look, 4 compounds:
Results follow in this order: NCI-H460	OVCAR-4	NCI-H322M	NCI-H23	IGROV1	NCI-H226	NCI/ADR-RES	SK-OV-3	NCI-H522
- O=c1oc2ccc3ccccc3c2cc1-c1ccnc2[nH]c(=S)[nH]c(=O)c12
  102.5	117.0	92.9	94.7	104.3	94.5	94.8	93.1	88.0
- CCOC(=O)c1c(NC(=O)CSc2nnc(-c3cccnc3)o2)sc2c1CCCC2
  112.9	108.9	112.1	107.2	111.7	97.3	118.5	108.4	101.1
- CCCCCCCC(=O)C(C)C
  103.3	104.0	97.9	103.2	112.2	107.0	103.4	99.7	nt
- COC(=O)[C@H]1Cc2c([nH]c3ccccc23)[C@H](c2cccnc2)N1
  104.7	109.0	105.9	101.5	97.6	93.6	99.5	106.3	102.1

All compounds of this part, repeating the preview:
Results follow in this order: NCI-H460	OVCAR-4	NCI-H322M	NCI-H23	IGROV1	NCI-H226	NCI/ADR-RES	SK-OV-3	NCI-H522
- O=c1oc2ccc3ccccc3c2cc1-c1ccnc2[nH]c(=S)[nH]c(=O)c12
  102.5	117.0	92.9	94.7	104.3	94.5	94.8	93.1	88.0
- CCOC(=O)c1c(NC(=O)CSc2nnc(-c3cccnc3)o2)sc2c1CCCC2
  112.9	108.9	112.1	107.2	111.7	97.3	118.5	108.4	101.1
- CCCCCCCC(=O)C(C)C
  103.3	104.0	97.9	103.2	112.2	107.0	103.4	99.7	nt
- COC(=O)[C@H]1Cc2c([nH]c3ccccc23)[C@H](c2cccnc2)N1
  104.7	109.0	105.9	101.5	97.6	93.6	99.5	106.3	102.1
- C#CCn1cnc2c(Nc3ccccn3)nc(Cl)nc21
  101.8	105.7	96.9	100.8	108.7	99.6	98.5	108.5	91.4
- CCc1nc(N)nc(N)n1
  106.8	100.0	108.5	103.3	112.7	104.9	110.6	95.8	86.1
- O=S(c1ccccc1)c1no[n+]([O-])c1-c1ccncc1 (stereo unspecified)
  101.4	104.5	104.4	106.5	107.6	92.8	107.2	105.2	100.4
- Nc1nc(SCc2ccccn2)c2ncn(C3OC(CO)C(O)C3O)c2n1 (stereo unspecified)
  108.5	110.6	110.2	100.7	111.0	112.6	106.6	99.7	90.7
- N#Cc1ccc(-c2ccc(OCCCN3CCCCC3)cc2)cc1
  95.3	84.8	91.6	89.6	100.5	83.5	100.5	79.7	68.2
- CCn1c2ccccc2c2c3ncc4cccn4c3ccc21
  73.8	78.8	93.1	80.3	53.1	72.7	87.3	70.9	59.0
- Nn1c(SCC(=O)Nc2ccc([N+](=O)[O-])cc2)nnc1-c1ccc(NC(=O)c2cccnc2)cc1
  103.7	117.7	106.0	110.3	108.7	102.9	108.2	111.3	100.7
- Fc1ccc2c(CN3CCO[C@H](COc4cccc(F)n4)C3)c[nH]c2c1
  105.1	88.2	103.0	98.9	89.9	88.1	99.1	107.2	85.4
- O=C(O)c1ccc(-n2cc(CNc3ccc(Br)cc3)c(-c3ccc(O)cc3)n2)cc1
  nt	85.1	98.4	94.7	106.9	114.7	100.2	107.1	77.5
- CN(N)c1cnn(-c2ccccc2)c(=O)c1Cl
  99.6	86.3	101.8	92.4	97.1	95.6	97.1	88.0	95.4
- C[C@]12CC(=O)C[C@@H]1C[C@H]1CC[C@]3(C)CC4(C[C@H]3C[C@H]1C2)SCCS4
  104.1	109.0	98.0	99.0	102.8	97.9	111.4	92.4	85.4
- O=C(Oc1cccc2ccccc12)c1ccccc1C(=O)c1ccccc1
  93.2	nt	100.9	93.0	nt	105.1	90.4	nt	nt
- CC(C)C(O)c1ccccc1 (stereo unspecified)
  107.2	108.3	105.7	101.6	109.7	105.5	114.5	109.5	110.7
- CC1(C)C(=O)/C(=C\c2cccnc2)C[C@]2(C)[C@H]3CC=C4[C@@H]5C[C@@](C)(C(=O)O)CC[C@]5(C)CC[C@@]4(C)[C@]3(C)CC[C@@H]12
  101.2	90.6	93.1	101.8	103.2	92.9	102.5	94.9	87.1
- COc1ccc(-c2nc3ccc(C(=O)NN4C(=O)c5ccc(C(=O)O)cc5C4=O)cc3[nH]2)cc1
  101.7	104.1	100.3	99.5	109.5	84.0	96.8	82.6	92.5
- O=C1c2ccccc2C(=O)N1c1ccccc1O
  110.0	105.5	107.8	103.8	115.1	102.5	110.2	103.5	86.9
- O=C(O)/C=C/c1ccc([N+](=O)[O-])cc1
  104.8&104.9	104.4&100.7	137.1&111.4	100.9&100.8	125.6&105.7	109.5&100.3	100.2&109.0	103.5&106.1	94.3
- CC(C(=O)O)N1C(=O)c2ccccc2C1=O (stereo unspecified)
  113.8	117.4	90.7	101.3	96.8	101.7	100.2	101.0	82.5
- Cc1ccc(O)c(C(=O)O)c1
  103.2	122.1	115.4	100.2	95.3	104.7	110.9	105.8	99.0
- CCOC(CN1C(=O)c2ccccc2C1=O)OCC
  108.8	109.4	108.6	107.3	110.4	107.8	106.3	105.6	93.9
- CC(C)c1[nH]nc2c(NCc3ccc(-c4ccccn4)cc3)nc(SCCN)nc12
  3.3*	-3.8*	10.3	-34.8*	10.3	-0.6*	48.0	3.3*	-54.8*
- COC(=O)C1=C(C(=O)OC)[C@@H]2CCC[C@H]1[C@H]1[C@@H]2N=NN1c1ccccc1
  106.9	96.2	98.2	102.6	103.6	107.6	100.7	101.6	nt
- Cc1ccc(NC(=O)c2nc(S(C)=O)oc2-c2ccc(F)cc2)cc1Nc1nccc(-c2cccnc2)n1 (stereo unspecified)
  61.5	108.0	103.5	50.0	33.1	51.7	95.9	90.3	8.0*
- CC1(C)CC(=O)C(C)(C)c2ccccc21
  103.0	106.8	105.1	100.1	95.3	91.1	101.6	108.4	90.0
- COc1ccc(C2C=C(C)N=C3SC=C(C)N32)cc1 (stereo unspecified)
  103.2	111.1	105.1	112.5	111.1	96.0	113.5	118.2	91.8
- CN(C)CCCC1(c2ccc(F)cc2)OCc2cc(-c3ccc4cc[nH]c4c3)ccc21 (stereo unspecified)
  -10.5*	44.4	65.0	86.6	23.0	95.2	56.8	90.2	61.5
- CN(C)c1nc2c(=O)[nH]c(N)nc2n1[C@@H]1O[C@H](CO)[C@@H](O)[C@H]1O
  104.7	114.0	99.7	100.6	106.7	99.7	100.6	105.3	84.1
- Cc1cc(N2CCCCC2)nc(N(CCCNc2ccnc3cc(Cl)ccc23)Cc2ccco2)n1
  10.7	39.8	19.6	21.4	4.0*	57.1	4.4*	57.4	49.9
- Clc1nc(Cl)c2ncn(C/C=C\Cn3cnc4c(Cl)nc(Cl)nc43)c2n1
  3.8*	-89.2*	21.4	9.3*	-82.3*	-59.2*	30.1	32.8	-76.7*
- CN(C)c1ccc(C(c2ccc(N(C)C)cc2)c2ccc(N(C)C)cc2)cc1
  98.8	103.5	112.1	91.0	114.4	109.8	94.5	nt	108.6
- Cc1cc(=O)[nH]c(Nc2nc3ccccc3[nH]2)n1
  87.3	75.7	74.7	93.8	79.2	90.0	101.5	81.3	91.8
- CC(C)(C)OC(=O)CC(c1ccccc1)c1ccccc1
  103.3	103.4	98.6	88.4	91.5	101.0	101.5	101.2	96.4
- COc1ccc(-c2nn(-c3cccc(Cl)c3)cc2-c2c(C#N)c(N)nc3c2CCCC3)cc1
  68.3	71.8	73.0	77.6	29.4	87.0	70.6	92.9	81.0
- O=[N+]([O-])c1ccc(NC(=S)N/N=C/c2cc3ccccc3n3nnnc23)cc1
  32.2	63.8	51.9	30.1	54.5	72.0	51.7	73.7	35.4
- O=C1/C(=C/c2cn(-c3ccccc3)nc2-c2ccccc2)SC(=S)N1CCc1ccccc1
  102.5	102.9	113.1	102.2	107.9	99.4	106.9	108.6	93.5
- O=C1OC2(CCCC2)OC(=O)C1=C/C=C/c1ccc([N+](=O)[O-])o1
  122.5	97.6	107.0	95.0	109.7	100.4	109.5	95.4	100.1

Entries of single compounds as entered above. Order of values: NCI-H460	OVCAR-4	NCI-H322M	NCI-H23	IGROV1	NCI-H226	NCI/ADR-RES	SK-OV-3	NCI-H522
Record of `Cc1cc(N2CCCCC2)nc(N(CCCNc2ccnc3cc(Cl)ccc23)Cc2ccco2)n1` : 10.7	39.8	19.6	21.4	4.0*	57.1	4.4*	57.4	49.9
Record of `CC1(C)CC(=O)C(C)(C)c2ccccc21` : 103.0	106.8	105.1	100.1	95.3	91.1	101.6	108.4	90.0
Record of `Cc1ccc(NC(=O)c2nc(S(C)=O)oc2-c2ccc(F)cc2)cc1Nc1nccc(-c2cccnc2)n1` (stereo unspecified) : 61.5	108.0	103.5	50.0	33.1	51.7	95.9	90.3	8.0*
Record of `O=[N+]([O-])c1ccc(NC(=S)N/N=C/c2cc3ccccc3n3nnnc23)cc1` : 32.2	63.8	51.9	30.1	54.5	72.0	51.7	73.7	35.4
Record of `Clc1nc(Cl)c2ncn(C/C=C\Cn3cnc4c(Cl)nc(Cl)nc43)c2n1` : 3.8*	-89.2*	21.4	9.3*	-82.3*	-59.2*	30.1	32.8	-76.7*

Going on with the list.
Results follow in this order: NCI-H460	OVCAR-4	NCI-H322M	NCI-H23	IGROV1	NCI-H226	NCI/ADR-RES	SK-OV-3	NCI-H522
- O=C(O)c1ncc(-c2ccc(C(F)(F)F)cc2F)c(NC2CCCCCC2)n1
  100.5	92.5	99.4	94.7	88.4	97.4	100.3	95.9	79.3
- CCc1cccc(C(=O)O)c1N
  110.2	100.1	88.5	106.9	100.0	96.1	104.4	98.1	82.5
- CCCNCCOC(=O)c1ccc(N)c(OCCC)c1
  106.0	102.0	97.9	104.1	88.2	102.0	104.7	86.8	80.6
- Nc1nc2c(N=Nc3ccc(Br)cc3)c(N)nn2c(-c2ccc(F)cc2)c1-c1nc2ccccc2s1
  97.4	108.5	101.6	93.2	93.1	91.4	100.7	98.7	90.8
- C/C(=C(/c1ccccc1)c1ccc(N2C(=O)c3cccc4c(NCCN5CCOCC5)ccc(c34)C2=O)cc1)c1ccccc1
  74.5	23.6	92.2	62.3	66.5	64.7	82.3	89.3	71.9
- COc1nc2c(cc1S(=O)(=O)c1ccccc1)CCc1c-2cnn1-c1ccc(Cl)cc1
  99.2	90.4	100.9	89.5	100.1	92.1	89.9	95.5	81.1
- c1ccc2[nH]c(-c3cc(-c4ccc5c(c4)OCO5)n[nH]3)nc2c1
  46.4	60.5	67.1	68.8	56.6	70.7	59.6	76.9	32.9
- Nc1nc2cc(Cl)ccc2n1N
  109.1	101.9	113.9	102.6	108.1	96.9	106.3	104.9	98.4
- CC(=O)[C@H]1CC[C@H]2[C@@H]3CCC4=CC(=O)CC[C@]4(C)[C@H]3CC[C@]12C
  112.6	108.5	92.3	100.4	nt	71.8	100.2	108.3	104.3
- CC1=Cc2ccccc2OC12C=Cc1ccccc1O2 (stereo unspecified)
  104.0	105.4	89.7	86.5	69.1	91.7	98.6	101.9	97.2
- O=C(NO)c1cc(O)c(O)c(O)c1
  105.9	nt	102.0	97.7	111.8	116.2	104.1	93.4	104.8
- CCOC(=O)c1c2ncccc2n2c(=O)n(-c3ccccc3OC)nnc12
  95.7	84.0	88.2	81.1	55.3	80.8	88.2	82.9	82.0
- CC1(C)Oc2cc3oc(=O)ccc3cc2C[C@@H]1OCCOS(=O)(=O)c1ccccc1
  99.4	95.8	104.0	91.7	100.5	83.8	84.6	106.2	72.3
- c1cncc(-c2nnc3sc(-c4csc5c4CCCC5)nn23)c1
  84.9	78.4	85.2	95.9	79.0	90.0	73.3	126.3	94.8
- O=C1c2cccc3c(-c4ccc5c(c4)ncn5C4CCCCC4)ccc(c23)C(=O)N1CCN1CCOCC1
  108.1	90.3	100.0	104.1	111.4	101.9	100.9	109.8	79.9
- C[C@]12CC[C@@H]3c4cc(OC(F)F)c(O)cc4CC[C@H]3[C@@H]1CC[C@@H]2OS(N)(=O)=O
  13.9	67.7	45.4	3.5*	37.1	57.4	12.5	39.7	26.0
- NNC(=S)N/N=C/c1ccccn1
  9.7*	29.2	46.2	30.9	40.2	34.3	17.8	24.3	-14.3*
- Cc1cccc(-c2nc(-c3cccs3)no2)c1
  94.9	nt	95.9	89.4	61.6	94.6	95.1	94.9	90.0
- O=C(NCO)c1ccccc1
  104.9	109.0	91.6	109.4	97.2	101.3	109.0	103.7	nt
- C/C(=C(/c1ccc(Cl)cc1)c1ccc(OCCCN(C)C)cc1)c1ccc(Cl)cc1
  72.7	103.6	85.9	91.2	85.7	107.6	97.7	120.1	99.7
- CCN(CC)c1ccc(C(=NO)c2ccc(N(CC)CC)cc2)cc1
  nt	96.4	95.6	86.4	82.0	87.6	77.4	86.9	62.0
- N/C(=N\c1nc2ccccc2s1)NC(=NC1CCCCC1)NC1CCCCC1
  -44.4*	26.7	40.4	30.6	14.4	77.1	15.0	74.9	14.0
- O=C(N/N=C/c1cccnc1)C(=O)Nc1cccc(C(F)(F)F)c1
  106.8	105.7	91.8	92.0	89.8	98.6	104.8	97.4	87.9
- O=c1c2ccccc2c(=O)c2c1ccc1[nH]c3c(ccc4c(=O)c5ccccc5c(=O)c43)[nH]c12
  106.1	100.8	93.1	95.2	99.9	105.9	105.7	88.3	80.0
- COc1cnc2c(c1)C(=O)c1c-2n(CCCN2CCCC2)c(=O)c2cc(Cl)ccc12
  -12.9*	45.4	46.6	32.5	39.4	6.6*	35.1	19.6	4.0*
- C#CCn1cnc2cnc(Nc3cccc(NC(=O)CCl)c3)nc21
  -13.4*[6.25 µM]	13.0[6.25 µM]	10.4[6.25 µM]	-8.3*[6.25 µM]	-38.1*[6.25 µM]	-26.0*[6.25 µM]	2.3*[6.25 µM]	15.3[6.25 µM]	-57.1*[6.25 µM]
- COC(=O)Cc1nc2c(N)nc(N)nc2[nH]c1=O
  108.1	103.9	111.7	105.4	119.4	112.7	102.2	98.5	nt
- CN1CCc2c(sc3nc(-c4cccc(Cl)c4Cl)[nH]c(=O)c23)C1
  110.3	98.3	99.1	102.9	97.5	95.3	91.9	84.3	93.4
- OC1(CCC2(O)CCCCC2)CCCCC1
  107.1	107.4	104.7	107.5	99.1	103.1	106.1	107.3	97.4

Bioassay records from PubChem BioAssay.
